# HttQ103 aggreg: inhibitors of mutant huntingtin aggregate formation in PC12 cells; PC12 HttQ103-GFP aggregates, Acumen cytometry, 40 h; Potency, µM (doses to about 46.1 µM), inactives show at the top dose activity change, negative = inhibition, usual class: inhibitors; hit rate 1.1% among 220,000; also: % is scaled to controls: 0 for no effect and ±100 for the full control effect; nearly all actives have a fitted effect of over 60% in size
#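 Aggregate formation scored by laser-scanning cytometer (488 excitation, 500–530 emission) in lysed PC12 cells expressing Q103-GFP after 100 nM tebufenozide induction; library tested in dose series, with ATPLite reagent added in the multiplex.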
# GAA inh: inhibitors of human lysosomal alpha-glucosidase; P10253; purified human GAA, 4-MU-alpha-glucoside fluorescence; Potency, µM (doses to about 76.9 µM), for inactives: at the top dose activity change, negative = inhibition, hits mostly inhibitors; hit rate 0.005% among 200,000;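 also: plate controls were uninhibited enzyme wells for no effect and no-enzyme background for full effect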
#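 Human alpha-glucosidase, 4 nM, pre-mixed with test compounds before 400 uM 4-methylumbelliferyl substrate; 20 min room temperature at pH 5.0. Fluorescence read after pH 10 stop; AC50 values from Hill-equation fits.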
# GAA glycogen: alters human alpha-glucosidase cleavage of glycogen; recombinant GAA, glycogen substrate, Amplex Red glucose oxidase fluorescence; hit rate 0.38% among 300,000; P10253; Potency, µM (series often up to 76.4 µM), for inactives: at the top dose activity change, negative = inhibition, hits mostly inhibitors;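 also: 0% = full enzyme reaction and -100% = no-enzyme basal signal; the screen sought inhibitors and activators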
#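 Recombinant human alpha-glucosidase (4 nM final) hydrolysed bovine liver glycogen (30 ug) for 40 min at 37 C in pH 5.0 citrate/phosphate with 0.01% Tween-20. Released glucose detected by glucose oxidase/Amplex Red, Ex 573/Em 610 nm. Compounds up to 77 uM; AC50 from Hill fits.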
# RGS12 GoLoco inh: RGS12 GoLoco-Gai1 interaction inhibition. P63096. Gai1:RGS12 GoLoco peptide FP, rhodamine, 10 min. Potency, µM (titrated, usually from 61.6 µM), for inactives: top-dose activity, negative = inhibition, most hits filed as inhibitors. hit rate 0.44% among 230,000; active = well fitted inhibition curve with a large enough effect, not every such curve was filed as active; inactive = no such curve, though single readings can be large or run the other way; also: % is scaled to controls: 0 for no effect and ±100 for the full control effect; nearly all actives have a fitted effect of over 30% in size; many of its hits are not listed in these tables
# Target sequence (P63096 whole entry, looked up): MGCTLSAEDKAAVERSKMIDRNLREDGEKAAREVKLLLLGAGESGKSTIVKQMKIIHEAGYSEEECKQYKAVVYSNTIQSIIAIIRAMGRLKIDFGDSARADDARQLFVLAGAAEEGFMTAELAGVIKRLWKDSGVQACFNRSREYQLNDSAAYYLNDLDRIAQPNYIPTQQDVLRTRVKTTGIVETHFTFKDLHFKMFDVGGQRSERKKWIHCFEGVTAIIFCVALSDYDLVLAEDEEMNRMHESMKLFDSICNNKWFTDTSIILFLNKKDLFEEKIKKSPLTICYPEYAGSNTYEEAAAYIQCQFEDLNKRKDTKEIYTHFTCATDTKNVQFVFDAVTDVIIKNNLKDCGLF
# GAA spleen mod: inhibits or activates alpha-glucosidase in human spleen homogenate | P10253 | human spleen homogenate, 4-MU-alpha-glucoside fluorescence | Potency, µM (doses to about 79.9 µM), without a hit: top-dose activity change, negative = inhibition, actives largely listed as inhibitors | hit rate 0.006% among 240,000;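 also: 0% = enzyme with vehicle and -100% = no enzyme basal signal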
#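 Compounds were titrated against alpha-glucosidase in spleen homogenate at pH 5.0, with 1 mM 4-methylumbelliferyl substrate for 40 min at 37 C. Reactions were quenched with pH 10 NaOH/glycine and fluorescence measured.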
# IMPase Li cell: membrane-permeable IMPase blocker, potentiated with lithium. CHO-M1 cells, IP1 TR-FRET (IP-One), carbachol + lithium. Potency, µM (top dose mostly 59.4 µM), without a hit: at the top dose activity, negative = IMPase inhibition, actives largely listed as inhibitors. AID 1457. hit rate 0.35% among 210,000;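 also: IP1 builds up when IMPase is blocked and the TR-FRET signal falls; plate controls were basal vehicle for no effect and high inhibitor control for full effect; nearly all actives have a fitted effect of over 50% in size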
#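 Test compounds were applied to CHO-M1 cells previously cultured for 16–30 h at 2000 per well. A small lithium amount accompanied them; after 30 min at 37C, IP1 was quantified by TR-FRET.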
# HTT cytoprotect: Huntington cell model cytoprotection by ATP luminescence | PC12 HTT-Q103 induced, cytoprotection, ATP luminescence, 40 h | Potency, µM (top dose mostly 56.4 µM), inactives show cytoprotection (ATP increase), hits mostly activators | hit rate 0.14% among 230,000;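 also: % of control where 0% means no effect; nearly all actives have a fitted effect of over 45% in size; toxic huntingtin expression switched on by the ecdysone agonist tebufenozide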
#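 Rat PC12, Q103 Htt exon1-GFP fusion, ecdysone promoter; tebufenozide inducer 100 nM final; compound titration; qHTS, 1500 cells/well; ATPlite luminescent read.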
# An asterisk follows results filed as active; ? = inconclusive; . = no result given; [ ] = another dose, or the depositor's remark. Unless noted, calls follow the shape of the dose curve; as a rule, active = well fitted curve in the direction sought with a large enough effect; inconclusive = small, poorly fitted or top-dose-only effect, or another doubt; inactive = no such curve, though single readings can be large; an effect the other way counts as inactive or inconclusive. Potency is read from the fitted curve at half-maximal effect.
# Field names – A = HttQ103 aggreg; B = GAA inh; C = GAA glycogen; D = RGS12 GoLoco inh; E = GAA spleen mod; F = IMPase Li cell; G = HTT cytoprotect
> Cc1ccc(-n2c(C)csc2=N)cc1
  A: 15%; B: 2%; C: ?; D: 6%; E: -4%; F: 16%[38.3 µM]; G: -29%

> Cc1onc(-c2ccccc2Cl)c1C(=O)OCC(=O)c1c(N)n(C)c(=O)n(C)c1=O
  A: -4%; B: -3%; C: 6%; D: 3%; E: 1%; F: 16%; G: -12%

> COc1ccccc1NC(=S)N(Cc1ccccc1)Cc1cccnc1
  A: 21%; B: 4%; C: 0%; D: -4%; E: -7%; F: 1%; G: -8%

> CCCNC(=O)c1c(NC(=O)C2COc3ccccc3O2)sc2c1CCCC2 (configuration not stated)
  A: -2%; B: 1%; C: 1%; D: -7%; E: 2%; F: ?; G: -19%[10 µM]

> Cc1ccc2nc(C)c3c(c2c1)SCC3
  A: -3%[9.22 µM]; B: .; C: 4%; D: 6%; E: 4%; F: .; G: -11%[10 µM]

> CCOc1ccccc1N(CC(=O)O)S(=O)(=O)c1ccc(C)cc1
  A: -12%; B: -2%; C: -2%; D: 0%; E: 1%; F: 28%[38.3 µM]; G: -3%[0.074 µM]

> Cc1cccc(C(=O)NC2CCN(CC(=O)NCc3cccs3)CC2)c1
  A: 11%[9.22 µM]; B: -22%; C: 30%; D: 18%; E: -3%; F: -8%; G: 8%[10 µM]

> Cc1cc(NC(=O)CN2C(=O)CC(c3ccco3)Sc3ccccc32)no1 (configuration not stated)
  A: -5%; B: -5%; C: -8%; D: 14%; E: -1%; F: 3%; G: -18%[10 µM]

> Cc1ncc(S(=O)(=O)c2ccccc2)c(-c2ccc(Cl)cc2Cl)n1
  A: 9%; B: -11%; C: -4%; D: -10%; E: -1%; F: 6%[38.3 µM]; G: 19%

> CC(C)(C)NC(=O)C(c1ccc(F)cc1)N(Cc1ccccc1Cl)C(=O)c1ccn[nH]1 (configuration not stated)
  A: 15%; B: -4%; C: 4%; D: -8%; E: -4%; F: 6%; G: -11%

> Cc1ccc2[nH]c(=O)c(CN(CCCO)S(=O)(=O)c3cccc4nsnc34)cc2c1
  A: 10%; B: -8%; C: 1%; D: -2%; E: 2%; F: 6%[38.3 µM]; G: -11%

> O=C(C1=C[C@H](c2ccccc2)C[C@H](OCc2ccc(CO)cc2)O1)N1CCCCCCC1
  A: 20%[9.22 µM]; B: .; C: -2%; D: -14%; E: -3%; F: 14%; G: -9%[10 µM]

> Cc1no[n+]([O-])c1COc1ccc(/C=C2\NC(=S)NC2=O)cc1
  A: 4%[1.84 µM]; B: -1%; C: 14%; D: 24%; E: 7%; F: 22%[38.3 µM]; G: 21%

> O=C(NCc1ccccc1F)c1ccc2c(c1)OCO2
  A: -4%; B: -5%; C: -8%; D: -13%; E: 0%; F: -9%[38.3 µM]; G: -4%[10 µM]

> N#C/C(=N\Nc1cccc([N+](=O)[O-])c1)C(=O)c1ccc(Br)cc1
  A: 1.8µM*; B: -18%; C: -10%; D: 16%; E: -2%; F: 20%; G: .

> COC(=O)[C@@]1(Cc2ccccc2)[C@H]2c3cc(C(=O)N(C)C)n(Cc4cc(F)c(F)c(F)c4)c3C[C@H]2CN1C(=O)c1ccccc1
  A: .; B: .; C: .; D: 4%; E: 4%; F: 20%; G: 11%

> O=C(NCc1nc(-c2ccc(C(F)(F)F)cc2)no1)Nc1cc(Cl)cc(Cl)c1
  A: 5%[9.22 µM]; B: .; C: -6%; D: 6%; E: 6%; F: .; G: 5%[10 µM]

> COC(=O)CC1C(C)(C)C(OC(C)=O)[C@@]2(O)C=C3C4CC(=O)OC(c5ccoc5)[C@]4(C)CCC3[C@@]1(C)C2=O (some centres not stated)
  A: .; B: .; C: .; D: 4%; E: -17%; F: 5%; G: 19%

> Cc1ccc(S(=O)(=O)Nc2ccc(Cl)cc2)cc1NC(=O)c1cc2c(s1)CCCC2
  A: ?; B: -17%; C: -3%; D: 8%; E: 2%; F: -4%; G: 38%[10 µM]

> CCn1cc(C(=O)N2CCN(C3CCCCC3)CC2)c2cc(OC)c(OC)cc2c1=O
  A: 4%; B: 1%; C: 0%; D: 14%; E: -1%; F: 34%[38.3 µM]; G: 7%

> COc1ccccc1OCc1ccc(C(=O)Nc2ccc(Cl)cn2)o1
  A: -2%[9.22 µM]; B: ?; C: 4%; D: 4%; E: -6%; F: -6%; G: -24%[10 µM]

> Cc1nc2ncnn2c(C)c1CCC(=O)N1CC(C)CC(C)C1 (configuration not stated)
  A: 4%[9.22 µM]; B: 3%; C: -13%; D: -3%; E: -3%; F: 18%[38.3 µM]; G: 16%

> CC(C)(C)C(=O)CCN1C(=O)C2(OCCO2)c2ccccc21
  A: -10%; B: -11%; C: 0%; D: -3%; E: -7%; F: 28%[38.3 µM]; G: -12%[10 µM]

> COc1ccc(NC(=S)NCC2CCCO2)c(OC)c1 (configuration not stated)
  A: -5%; B: ?; C: -20%; D: 9%; E: 4%; F: 8%; G: 10%[10 µM]

> O=C(NC(Cc1c[nH]c2ccccc12)c1nnc2n1CCCCC2)c1ccccc1 (configuration not stated)
  A: -3%; B: 3%; C: 15%; D: 9%; E: -5%; F: -2%[38.3 µM]; G: -6%

> CCOc1ccc(C)cc1S(=O)(=O)NC1CCCCC1
  A: 4%; B: -3%; C: 4%; D: -16%; E: -1%; F: 14%[38.3 µM]; G: 17%[0.074 µM]

> CCSc1nc2ccccc2n1CCOc1ccccc1
  A: -18%; B: ?; C: -6%; D: 2%; E: 8%; F: 12%; G: 0%[1.9 µM]

> CC1(C)CC2(CC(c3ccccc3F)c3cc(Cl)c(O)cc3O2)NC(=S)N1 (configuration not stated)
  A: 20%; B: 1%; C: -16%; D: -1%; E: -4%; F: -3%; G: -6%

> Fc1ccc(C(c2nnnn2C2CCCCC2)N2CCCC2)cc1 (configuration not stated)
  A: 3%[9.22 µM]; B: 9%; C: -5%; D: 12%; E: 4%; F: 19%; G: -2%[10 µM]

> CCC(=O)Nc1c(OC(=O)CC)ccc2c(C)cc(=O)oc12
  A: ?; B: ?; C: -6%; D: 8%; E: 3%; F: -5%; G: -14%[10 µM]

> Cc1cccc(C2c3[nH]c4ccccc4c3CCN2C(=O)c2ocnc2C)n1 (configuration not stated)
  A: 1%[9.22 µM]; B: ?; C: -10%; D: -12%; E: 1%; F: 21%; G: -13%[10 µM]

> O=C1[C@H](CC[C@H](O)c2ccc(F)cc2)[C@@H](c2ccc(O)cc2)N1c1ccc(F)cc1
  A: .; B: -11%[15.4 µM]; C: -12%; D: 3%; E: -3%; F: .; G: .

> O=C(CSc1nnnn1C1CCCC1)N1CCOCC1
  A: -16%[9.22 µM]; B: 4%; C: 12%; D: 11%; E: 5%; F: 1%; G: 0%[10 µM]

> CCOC(=O)c1sc(=S)n(CC)c1NC(=O)C1CC1
  A: -5%; B: ?; C: 0%; D: 5%; E: -7%; F: 28%[38.3 µM]; G: 17%

> CCCCC/C=C\C/C=C\C/C=C\CCCCCCC(N)=O
  A: .; B: .; C: .; D: 5%; E: 8%; F: 8%; G: 27%

> O=C(Cc1ccccc1)NNc1c2ccccc2nc2ccccc12
  A: -1%[9.22 µM]; B: 1%; C: ?; D: 6%; E: 5%; F: 44%[activator]; G: -56%

> Cc1c(C2OC(=O)C3(CCCCC3)C(=O)C2(C)C)c(=O)n(-c2ccccc2)n1C (configuration not stated)
  A: 21%[9.22 µM]; B: -10%; C: -1%; D: 1%; E: -7%; F: -3%[38.3 µM]; G: 2%[0.074 µM]

> O=C(C/C=N/OCc1ccc(Cl)cc1Cl)c1ccc(Cl)cc1
  A: -6%; B: -3%; C: -8%; D: 8%; E: 3%; F: -21%[38.3 µM]; G: -3%

> Cc1cccn2c(=O)c3cc(C(=O)NC(C)c4ccccc4)c(=N)n(CCCn4ccnc4)c3nc12 (configuration not stated)
  A: -12%[9.22 µM]; B: 14%; C: 6%; D: 5%; E: 1%; F: .; G: -7%[10 µM]

> O=C(O)Cn1c2c(c3ccccc31)CCCC2
  A: 1%; B: -9%; C: -6%; D: -2%; E: -4%; F: 13%[38.3 µM]; G: -35%

> CN(C)S(=O)(=O)c1ccc(NC(=O)COC(=O)c2n[nH]c3ccccc23)cc1
  A: 21%; B: -6%; C: 2%; D: 8%; E: 6%; F: 3%[38.3 µM]; G: 3%

> Cc1ccc(-n2nnnc2SCC(=O)Nc2cccnc2Cl)cc1
  A: 0%; B: ?; C: -4%; D: -25%; E: 2%; F: 3%; G: 15%[10 µM]

> O=C(N/N=C/c1ccccc1C(=O)O)c1ccccc1Br
  A: 21%; B: -24%; C: -13%; D: -2%; E: -8%; F: 2%; G: .

> CC(C)(C)c1cc(=O)n(-c2ccccc2)[nH]1
  A: 0%; B: 0%; C: -6%; D: -16%; E: -1%; F: 4%; G: .

> CCO[C@@H]1OC(C(=O)Nc2ccccc2)=C[C@H](c2csc3ccccc23)[C@H]1CCCO
  A: 0%[9.22 µM]; B: .; C: -13%; D: 7%; E: -10%; F: 18%; G: 4%[10 µM]

> COc1ccccc1OCCCC(=O)Nc1ccc(N2CCOCC2)cc1
  A: 4%; B: -8%; C: 1%; D: 1%; E: 1%; F: 5%; G: .

# Four of the compounds above, as labelled records:
Fc1ccc(C(c2nnnn2C2CCCCC2)N2CCCC2)cc1 (configuration not stated)
  HttQ103 aggreg = 3%[9.22 µM]; GAA inh = 9%; GAA glycogen = -5%; RGS12 GoLoco inh = 12%; GAA spleen mod = 4%; IMPase Li cell = 19%; HTT cytoprotect = -2%[10 µM]
CCC(=O)Nc1c(OC(=O)CC)ccc2c(C)cc(=O)oc12
  HttQ103 aggreg = ?; GAA inh = ?; GAA glycogen = -6%; RGS12 GoLoco inh = 8%; GAA spleen mod = 3%; IMPase Li cell = -5%; HTT cytoprotect = -14%[10 µM]
Cc1cccc(C2c3[nH]c4ccccc4c3CCN2C(=O)c2ocnc2C)n1 (configuration not stated)
  HttQ103 aggreg = 1%[9.22 µM]; GAA inh = ?; GAA glycogen = -10%; RGS12 GoLoco inh = -12%; GAA spleen mod = 1%; IMPase Li cell = 21%; HTT cytoprotect = -13%[10 µM]
O=C1[C@H](CC[C@H](O)c2ccc(F)cc2)[C@@H](c2ccc(O)cc2)N1c1ccc(F)cc1
  HttQ103 aggreg = .; GAA inh = -11%[15.4 µM]; GAA glycogen = -12%; RGS12 GoLoco inh = 3%; GAA spleen mod = -3%; IMPase Li cell = .; HTT cytoprotect = .

# Marked active in HttQ103 aggreg (from the list above):
mol | HttQ103 aggreg | GAA inh | GAA glycogen | RGS12 GoLoco inh | GAA spleen mod | IMPase Li cell
N#C/C(=N\Nc1cccc([N+](=O)[O-])c1)C(=O)c1ccc(Br)cc1 | 1.8µM* | -18% | -10% | 16% | -2% | 20%

# These rows are one share of the data; count on the stated rates, not on these rows.
